Source: PubChem
GPR55 LPI antagonism – GPR55 antagonists blocking LPI-driven arrestin recruitment, primary screen, imaging, U2OS, beta-arrestin-GFP, LPI agonist (AID 2013); U2OS GPR55 beta-arrestin-GFP translocation imaging, LPI antagonism; higher % means a stronger effect; inhibition, % at 10 µM, or IC50 in µM where a hit was titrated; 290,000 tested, 0.13% active;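 active = spots per cell inhibited over 60%, with over 100 cells counted and total cytoplasm intensity under 500,000; inconclusive = wells with under 100 cells, flagged as likely toxic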;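 also: U2OS cells stably carrying GPR55 and arrestin-GFP stimulated by 5 µM LPI near EC80; imaged beta-arrestin-GFP aggregate spots per cell after agonist stimulation; plate controls were LPI-stimulated DMSO wells for no effect and DMSO wells without LPI for full effect; some results filed as inactive read as strong as hits; confirmed hits need IC50 under 10 µM and bright autofluorescent wells are also inconclusive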
Dengue-2 NS5 capping – Dengue-2 NS5 methyltransferase inhibitors, primary screen, biochemical, confirmation dose response (AID 588689). inhibition, % at 25 µM, or IC50 in µM where a hit was titrated. Dengue-2 NS5 methyltransferase capping enzyme assay, biochemical; higher % means a stronger effect. 340,000 tested, 0.3% active; in the data active = a potency from the dose series; inconclusive = inhibition above about 29% without an active follow-up result
GPR55 activation – GPR55 agonists via beta-arrestin recruitment, primary screen, imaging, U2OS cells, beta-arrestin-GFP redistribution (AID 1961); U2OS GPR55 beta-arrestin-GFP redistribution imaging; higher % means a stronger effect; activation, % at 10 µM, or EC50 in µM where a hit was titrated; 290,000 tested, 0.048% active;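 active = activation above 40% with more than 50 cells counted in the well; inconclusive = wells holding fewer than 50 cells, flagged as toxic or sparse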;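 also: U2OS osteosarcoma cells stably expressing GPR55 and beta-arrestin-GFP; plate controls were DMSO negative control for no effect and LPI positive control for full effect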
NOD1 inhibition – NOD1 signaling inhibitors, primary screen, cell-based, luminescence, uHTS (AID 1578) | NOD1-driven NF-kB luciferase reporter cells, luminescence; higher % means a stronger effect | 290,000 tested, 1% active | inhibition, % at 4 µM, or EC50 in µM where a hit was titrated; in the data active = inhibition mostly above about 36%, no sharp cut-off; inactive = mostly below about 34%;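 also: HEK-293T reporter cells stimulated with the NOD1 agonist gamma-tri-DAP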
West Nile antiviral – West Nile virus antiviral activity, cell-based, CPE readout (AID 1621) | West Nile virus-infected cells, CPE inhibition; higher % means a stronger effect | CPE inhibition, % at 10 µM, or IC50 in µM where a hit was titrated | 290,000 tested, 0.02% active; in the data active = a potency from the dose series; inconclusive = CPE inhibition mostly from about 3.7% at the one dose, without a potency; inactive = the rest, 99 in 100 with CPE inhibition below about 2.2%; also: strong numbers were not always called active
KOR beta-arrestin-1 – KOR agonists, beta-arrestin recruitment, primary screen, cell-based, luminescence, uHTS (AID 1777); KOR beta-arrestin recruitment, luminescence; higher % means a stronger effect; activation, % at 10 µM; hits with a dose series show EC50 in µM; 280,000 tested, 0.02% active; in the data active = activation above about 50%, passing the limit was not always enough; also: a part of the inactive calls stands beside numbers as strong as those of hits
GPR35 antagonists – GPR35 antagonists blocking zaprinast-driven arrestin recruitment, primary screen, imaging, U2OS, beta-arrestin-GFP, zaprinast agonist (AID 2058). one-dose inhibition, % at 10 µM; IC50 in µM for titrated hits. U2OS GPR35 beta-arrestin-GFP translocation imaging, zaprinast antagonism; higher % means a stronger effect. 290,000 tested, 0.052% active;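 active = inhibition of at least 50% with at least 30 cells and total cytoplasm GFP at most 10,000,000; inconclusive = under 30 cells or total GFP of 10,000,000 plus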
KOR beta-arrestin-2 – kappa opioid receptor blockers – cell-based, luminescence, uHTS (AID 1778). KOR beta-arrestin recruitment, luminescence, antagonist mode; higher % means a stronger effect. 290,000 tested, 0.091% active. one-dose inhibition, % at 10 µM; IC50 in µM for titrated hits; in the data active = inhibition above about 50%; also: strong numbers were not always called active
HIV fusion peptide – cell-free HIV fusion peptide-binding blockers – biochemical, uHTS, fluorescence dequenching, primary screen (AID 1986); 290,000 tested, 0.3% active; cell-free peptide binding, fluorescence dequenching, 30 min; higher % means a stronger effect; one-dose inhibition, % at 20 µM; IC50 in µM for titrated hits; in the data active = inhibition mostly above about 52%, no sharp cut-off; inactive = mostly below about 76%; also: some results filed as inactive read as strong as hits
Dengue-2 NS5 capping pilot replicate – second read-out of Dengue-2 NS5 capping, no call of its own (marks repeat the call); inhibition, %; measured here: pilot screen replicate inhibition
The depositor's hits bear a star; ? = inconclusive; nt = not tested or not shown; [ ] = remark or other dose. Only part of the results is shown; the hit share may differ from the screen's.

SMILES	GPR55 LPI antagonism	Dengue-2 NS5 capping	GPR55 activation	NOD1 inhibition	West Nile antiviral	KOR beta-arrestin-1	GPR35 antagonists	KOR beta-arrestin-2	HIV fusion peptide	others
O=c1[nH]c2cc(NCCO)c([N+](=O)[O-])cc2[nH]1	-3%	-5%	0.5%	-15%	-0.2%	-3.7%	8%	-2%	-1.9%
C/C(=N\NC(=O)c1ccccn1)C12CC3CC(CC(C3)C1)C2	14%	0%	-0.1%	-2%	-0.2%	2.7%	18%	-18%	0.1%
COc1ccc(C(=O)Nc2cc3c(cc2C#N)OCO3)cc1S(=O)(=O)N1CCN(C)CC1	12%	-3%	-0.1%	-43%	0.0%	0.0%	9%	4%	2.3%
O=C(O)CC(NS(=O)(=O)c1ccc(Br)cc1)c1ccco1 (centres undefined)	0%	-1%	0.1%	-10%	0.2%	3.2%	12%	-15%	1.0%
Cc1c(C(=O)O)oc2ccc(S(=O)(=O)N3CCC(C)CC3)cc12	3%	-4%	-0.1%	-6%	0.1%	-4.4%	8%	-16%	1.0%
O=C(O)Cc1ccc(N=Nc2c(O)c(C(=O)O)cc3ccccc23)cc1	4%	68µM*	0.2%	-15%	1.2%	-6.2%	7%	23%	51%
CC(C)NC(=O)CC1(C(=O)NCc2ccc(Cl)cc2)CCCC1	0%	-5%	-0.1%	-17%	-0.9%	0.0%	12%	-21%	0.1%
O=C(c1ccco1)N1CCC(c2nc3c(nnn3Cc3ccccc3Cl)c(=O)[nH]2)CC1	10%	-1%	-0.2%	-18%	-0.8%	0.7%	-8%	-15%	-1.4%
COC(=O)C1CCN(C(=O)Nc2ccccc2)CC1	1%	-7%	0.7%	-33%	0.5%	-5.7%	2%	-6%[20 µM]	1.4%
Cc1cc(-c2ccc(C)c(S(=O)(=O)N3CCN(C(=O)c4ccco4)CC3)c2)on1	18%	-3%	0.1%	-14%	-1.3%	-2.8%	-4%	19%	0.9%
O=C(Nc1ccnc(-c2ccncc2)n1)C1CC1	7%	0%	0.5%	-3%	-0.9%	-4.9%	-6%	-15%[20 µM]	0.3%
Cc1ccc(S(=O)(=O)N/N=C(\c2ccccc2)c2cccnc2)cc1	2%	-1%	0.2%	-24%	0.1%	-4.3%	-17%	10%[20 µM]	-1.4%
CC(/C=C/c1ccccc1)=N\NC(=O)Cn1nc(C)cc1C	-18%	-13%	0.3%	8%	0.0%	-1.0%	9%	-47%	1.2%
Fc1ccc(NC(=S)NCCc2ccc(Cl)cc2)cc1	10%	-10%	-0.1%	-26%	-2.0%	3.1%	5%	-27%	1.9%
CC(C)(C)n1ncc2c(=O)n(CC(=O)NC3CCCCC3)cnc21	-1%	-7%	-0.1%	-49%	-0.2%	0.8%	-2%	-18%	-0.6%
O=C1Nc2ccccc2C1Cc1ccccn1 (centres undefined)	0%	10%	0.4%	-11%	-0.2%	1.6%	-3%	12%	-0.3%
COc1cc(NC(=O)/C=C/c2ccccc2[N+](=O)[O-])cc(OC)c1	3%	-3%	-0.1%	-36%	-0.4%	2.0%	-1%	-5%	0.6%
FC(F)(F)c1cc(-c2ccco2)nc(NCc2cccnc2)n1	-9%	1%	-0.1%	40%	nt	-0.9%	10%	9%	4.3%
CC(CCc1ccccc1)NC(=O)CC(C)c1ccccc1 (centres undefined)	8%	-10%	0.4%	-18%	-0.7%	2.5%	5%	-20%	-0.6%
CCn1c(SCC(=O)Nc2ccc(F)cc2)nnc1-c1cnccn1	6%	5%	-0.1%	-25%	-0.5%	1.3%	4%	-13%	-0.3%
CCC(c1nnc(SCC(=O)Nc2cc(S(C)(=O)=O)ccc2Cl)n1Cc1ccccc1)N(C)C (centres undefined)	8%	-5%	-0.1%	-27%	-0.5%	4.8%	-4%	-15%	0.7%
COc1cc(/C=C(\C#N)c2nc3ccccc3[nH]2)cc(Br)c1OCc1ccccc1	14%	3%	1.4%	-1%	-1.2%	-2.2%	-9%	44%	6.5%
Cc1cc(OCCOCCN(C)C)ccc1Cl	5%	-7%	-0.2%	-24%	-0.3%	-2.8%	-7%	4%	0.2%
Cc1ccc(-n2c(C)cc(C(=O)COC(=O)c3ccc[nH]c3=O)c2C)cc1	12%	9%	0.2%	-50%	-0.3%	11%	-7%	-6%	-1.3%
O=C(CCC(=O)OCc1cccc(C(=O)Oc2ccccc2)c1)Nc1cccc2ccccc12	19%	6%	0.2%	-1%	0.8%	-5.2%	-10%	31%	-2.3%

Carrying on.
SMILES	GPR55 LPI antagonism	Dengue-2 NS5 capping	GPR55 activation	NOD1 inhibition	West Nile antiviral	KOR beta-arrestin-1	GPR35 antagonists	KOR beta-arrestin-2	HIV fusion peptide	others
NC(=O)CC[C@@H]1NC(=O)[C@H](Cc2ccccc2)NC(=O)[C@H](Cc2ccc(O)cc2)NC(=O)[C@@H](N)CSSC[C@@H](C(=O)N2CCC[C@H]2C(=O)N[C@@H](CCCN=C(N)N)C(=O)NCC(N)=O)NC(=O)[C@H](CC(N)=O)NC1=O	-7%	nt	-0.1%	-26%	nt	10%	-11%	-40%	4.2%
N#CC1(C#N)CC(C=O)=C(N)C1(C#N)CC(=O)C12CC3CC(CC(C3)C1)C2 (centres undefined)	-7%	-14%	0.6%	-15%	-0.4%	0.9%	-13%	16%	45%
O=C(Nc1nccs1)c1cc(-c2ccccn2)nc2c(Cl)cccc12	4%	0%	-0.1%	-10%	?	2.7%	1%	-4%	0.5%
CCCCC(OC(=O)CN1C(=O)COc2ccccc21)C(=O)NC1CCCCC1 (centres undefined)	5%	-9%	-0.1%	-27%	-0.8%	-2.6%	1%	28%	0.6%
C=CCC1=C/C(=C\c2c(N)n3nc(CC(=O)N4CCOCC4)sc3nc2=O)C=C(OC)C1=O	-1%	-113%	-0.1%	23%	1.1%	5.5%	4%	-9%	40%
CN(C)c1ccc(CNc2ncnc3sccc23)cc1	-3%	-6%	0.3%	39%	-1.7%	-1.3%	11%	-29%	-3.2%
Cc1cc(C)nc(-n2ncc3c2CC(c2cccc(Cl)c2)CC3=O)n1 (centres undefined)	-6%	0%	-0.4%	3%	-0.9%	-5.1%	-16%	1%	-0.4%
COc1ccc(OC)c(C2C(C(N)=O)=C(C)Nc3nc(CCCO)nn32)c1 (centres undefined)	10%	2%	-0.2%	-16%	-0.1%	-5.0%	-24%	13%	-2.8%
CCCCNc1nc2c(S(=O)(=O)c3ccccc3)nnn2c2ccccc12	-3%	-3%	0.6%	-22%	-0.5%	-0.9%	-2%	14%	-0.6%
COc1ccc2[nH]c(=S)[nH]c2c1	-7%	-3%	-0.2%	-5%	0.1%	1.1%	20%	-29%	0.0%
COc1ccc(NC(=O)CNS(=O)(=O)c2ccc(Cl)cc2)cc1OC	4%	-3%	0.1%	-22%	-0.4%	0.6%	-17%	21%	1.7%
N#CCC(=N)N1CCN(c2ccccc2)CC1	9%	4%	0.4%	-10%	-0.2%	-4.6%	6%	-11%	-1.1%
COc1ccc(C(=O)NCCC2=CCCCC2)cc1[N+](=O)[O-]	5%	-3%	-0.1%	-2%	-0.4%	-2.7%	-6%	-37%[20 µM]	-2.7%
Cc1occc1C(=O)Nc1cnn(CCCC(=O)O)c1	9%	0%	-0.1%	-29%	0.3%	6.6%	0%	-3%	0.8%
Cc1ccc(CNC(=O)Cc2cn(C)c3ccccc23)cc1	3%	1%	0.4%	-10%	-0.8%	1.2%	3%	-10%	-0.6%
C=CCNc1cc(N2CCCC2)ccc1[N+](=O)[O-]	13%	40%	0.0%	-24%	-1.2%	0.9%	10%	-5%	-0.1%
O=S(=O)(c1ccc(F)cc1)c1nc(-c2ccccc2F)oc1N1CCCCC1	7%	-3%	0.0%	5%	-0.6%	2.6%	7%	21%	3.3%
CCN(c1ccc(OC)cc1)S(=O)(=O)c1nnc(NC(=O)C(C)C)s1	-6%	-9%	-0.3%	4%	-0.3%	-8.7%	-5%	-4%	0.0%
CCC(=O)Nc1cccc(NC(=O)CSc2nnc(-c3ccc(NS(C)(=O)=O)cc3)n2CC)c1	-10%	3%	-0.1%	-11%	0.7%	-1.0%	-5%	20%	-0.9%	Dengue-2 NS5 capping pilot replicate=3.5
O=C(Nc1ccc2c(c1)OCO2)c1cncc(Br)c1	-10%	-4%	-0.1%	-30%	0.3%	9.1%	9%	-15%	-2.0%
CCc1nn(CC(=O)NCCCN2CCN(C)CC2)c(=O)c2cc3sccc3n12	7%	0%	0.7%	-20%	0.7%	3.7%	-6%	-18%	0.9%
O=C(N/N=C/c1ccc(Cl)s1)c1ccccc1[N+](=O)[O-]	9%	-6%	-0.1%	2%	0.2%	-2.5%	6%	27%	-1.8%
CCC(=O)Nc1ccc(Cl)c(-c2nc3ncccc3o2)c1	11%	-4%	-0.1%	2%	0.4%	nt	-3%	-6%[20 µM]	-2.2%
O=C(CNC(=O)c1ccc(S(=O)(=O)N2CCCC2)cc1)N/N=C/c1c(Cl)cccc1Cl	-14%	-3%	-0.4%	1%	-1.0%	5.6%	14%	9%	-1.6%
CCC(Cc1ccccc1)NCc1c(C(=O)O)c(C)n(Cc2ccccc2)c1C (centres undefined)	7%	0%	0.1%	-19%	0.2%	-0.9%	-2%	13%	-0.4%

(continued)
SMILES	GPR55 LPI antagonism	Dengue-2 NS5 capping	GPR55 activation	NOD1 inhibition	West Nile antiviral	KOR beta-arrestin-1	GPR35 antagonists	KOR beta-arrestin-2	HIV fusion peptide	others
CCOC(=O)C(C(=O)OCC)C(C(=O)OCC)N1CCOCC1 (centres undefined)	-15%	-37%	-0.1%	48%	-0.9%	-2.7%	1%	11%	1.9%
Cc1nn(C2CCS(=O)(=O)C2)c(Cl)c1/C=C/C(=O)OCC(N)=O (centres undefined)	18%	4%	-0.2%	-6%	0.6%	0.5%	16%	26%	1.3%
COc1ccccc1/C=C1\SC(=S)N(NS(=O)(=O)c2ccc(C)cc2)C1=O	6%	35µM*	-0.1%	6%	1.4%	-5.9%	-2%	7%	39%
CCc1cccc(NC(=O)CCNS(=O)(=O)c2cc(Br)cnc2N)c1	5%	-9%	-0.2%	-10%	-0.4%	-5.2%	13%	-7%	1.5%
Cc1cc(NC(=O)C2COc3ccccc3O2)no1 (centres undefined)	3%	2%	-0.1%	-28%	0.1%	1.9%	-3%	4%	3.4%
Cc1ccc(CNS(=O)(=O)/C=C/c2ccc3c(c2)OCO3)cc1	7%	-13%	0.6%	0%	-0.2%	-1.3%	0%	-18%	-2.1%
CN(C1CCCCC1)S(=O)(=O)c1ccc(Cl)c(C(=O)O)c1	2%	-8%	-0.3%	5%	0.7%	8.4%	-10%	28%	1.8%
